Assay outcomes: PubChem BioAssay, several laboratories
Neddylation inh = inhibitors of human cullin neddylation; TR-FRET cullin neddylation, biochemical; AID 651699; calls only at 25 µM; P61081+Q13564; 360,000 compounds, 0.58% hits; in the data active = inhibition above about 36%
MsrA inh = inhibits bovine methionine sulfoxide reductase A. AID 651718. purified bovine MsrA, absorbance read-out. inhibition, % at 15.5 µM. 360,000 compounds, 0.75% hits; in the data active = inhibition above about 4.5%;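 note: 0% = vehicle wells with enzyme and 100% = reference inhibitor wells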
E coli Lon inh = inhibits E. coli Lon protease; purified E. coli Lon protease, fluorescence polarization; 360,000 compounds, 0.42% hits; P0A9M0; inhibition, % at 7.94 µM; in the data active = inhibition above about 13%, passing the limit was not always enough;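 note: 0% = enzyme with probe and DMSO and 100% = no enzyme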
CendR NRP1 mod = alters CendR peptide binding to human NRP-1; 360,000 compounds, 0.85% hits; inhibition, % at 25 µM; O14786; FAM-RPARPAR peptide binding to NRP-1, fluorescence polarization;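 active = inhibition or corrected inhibition above about 18%, plus a signal ratio from 0.5 to 1.5, limit read from the data, passing the limit was not always enough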; note: strong numbers were not always called active
SKN-1 inh = inhibitors of C. elegans SKN-1; C. elegans VP596 Pgst-4::GFP/RFP ratio, acrylamide-induced, 24 h; inhibition, % at 21.8 µM; 360,000 compounds, 0.49% hits; AID 624304;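 active = interference check ratio from 0.5 to 1.5 plus GFP to RFP signal ratio inhibition reaching or exceeding a fixed threshold, cut at about 30% in these data, passing the limit was not always enough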; note: some compounds called inactive have numbers as strong as hits
FAS-TE inh = FAS thioesterase (human) inhibition; P49327; recombinant FAS-TE, OMFH fluorogenic substrate, fluorescence endpoint; inhibition, % at 15 µM; 360,000 compounds, 0.67% hits; AID 602261;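 active = compounds whose normalised, plate-corrected inhibition of enzyme fluorescence in the single-dose primary screen is 50% or more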;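 note: 0% = DMSO with enzyme and 100% = substrate without enzyme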
MT1-MMP act inh = blocks activation of human MT1-MMP; P50281; AID 651647; GFP/RFP ratio change, % at 20 µM; HT1080 RFP-PRO-GFP cells, GFP/RFP ratio fluorescence, overnight; percent of plate control window, DMSO zero; 360,000 compounds, 0.061% hits;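 active = GFP/RFP ratio change of at least 30% with cell ATP level not reduced by more than half and red fluorescence within 50% of control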; note: strong numbers were not always called active
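Material: RFP-PRO-GFP reporter HT1080 cells. Dosing: single-point 20 µM compound, 1% DMSO. Controls: DMSO and RFP-L50D-GFP cell wells. Timing: cells overnight before dosing, compound overnight, 37 °C, 5% CO2. Measure: GFP/RFP fluorescence ratio.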
MsrA act = bovine methionine sulfoxide reductase A activation; 360,000 compounds, 0.3% hits; purified bovine MsrA, absorbance read-out; AID 602163; activation, % at 10.6 µM; in the data active = activation above about 7.5%;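 note: 0% = vehicle and 100% = reference activator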
Rin1 Abl inh = blocks binding of human Rin1 to Abl; TR-FRET Rin1/Abl binding, biochemical; inhibition, % at 7.35 µM; 360,000 compounds, 0.4% hits; in the data active = inhibition above about 5%, passing the limit was not always enough
An asterisk follows results filed as active; i = inactive; nt = no result given; + = active, no number.

Results follow in this order: Neddylation inh, MsrA inh, E coli Lon inh, CendR NRP1 mod, SKN-1 inh, FAS-TE inh, MT1-MMP act inh, MsrA act, Rin1 Abl inh
- CCOC(=O)C1CCN(CC(O)COCc2ccccc2)CC1 (configuration not stated)
 : i, -1.0, -8, 5, -11, -2, 4, -3, 0
- Cc1ccc(CN(C(=O)c2ccccc2[N+](=O)[O-])C2CCS(=O)(=O)C2)o1 (configuration not stated)
 : i, 0.5, 1, 9, -2, -6, 0, -4, -1
- CC(C)CCn1c(=O)c2ccccc2n2c(CN(C)Cc3ccccc3)nnc12
 : i, -0.8, -2, 11, 2, 8, 5, 1, -1
- COC(=O)c1ccc(-n2nnnc2SCC(=O)N2CCCCC2)cc1
 : i, 0.9, 8, -7, 3, -6, 0, -3, -4
- COc1c(F)c(F)c(C(=O)Nc2ccc(N3CCN(C(C)=O)CC3)c(Cl)c2)c(F)c1F
 : i, 2.0, -15, -2, 1, -11, 9, -6, 3
- CCOc1ccccc1OCCCC(=O)Nc1ccc(OC)nc1
 : i, -0.6, -7, 3, -7, -7, 5, -1, 0
- C#CC(C)OC(=O)C(C)NC(=O)c1ccccc1 (configuration not stated)
 : i, -1.1, -2, -1, 9, -5, -4, -3, 1
- O=S1(=O)CC(N2CCCC2)CN1C1CCCC1 (configuration not stated)
 : i, -0.1, -1, 5, 14, -4, 2, -4, 3
- CCOc1cccc2cc(C(=O)NCc3ccc(Cl)cc3)c(=N)oc12
 : i, 0.0, -7, 8, -6, 5, -2, -2, -1
- Cc1cccnc1NC(=O)c1ccc(Cl)c(S(=O)(=O)N2CCCCCC2)c1
 : i, -0.8, -6, 12, -2, -2, 2, -2, 1
- CC(=O)OC[C@@H]1CN(Cc2ccccc2)C[C@H](n2cnc3c(NC(C)C)ncnc32)O1
 : i, -1.2, -3, -2, 1, -6, 7, -1, 0
- COc1ccc(N(CC(=O)NC2CC3CCC2C3)S(=O)(=O)c2ccc(C)cc2)cc1OC (configuration not stated)
 : i, 0.1, -7, 8, -3, 0, 0, -4, 3
- COc1ccc(-c2ocnc2C(=O)NCc2nn(-c3ccccc3)nc2C)cc1
 : i, 0.3, 4, -2, -7, 16, 0, -4, -2
- Nn1c(SCC(=O)Nc2ccc3c(c2)OCCO3)nnc1-c1cccnc1
 : i, 0.1, -3, 3, 8, -8, 2, -3, 2
- COc1cc(S(=O)(=O)NCc2ccccc2)ccc1-n1cnnn1
 : i, -0.8, -4, 7, 13, 1, 1, -3, 0
- NC(=O)c1ccc(NC(=O)COC(=O)CCCN2C(=O)c3cccc4cccc(c34)C2=O)cc1
 : i, 1.0, -2, 2, 2, 0, 1, -12, -7
- CCS(=O)(=O)N1Cc2ccccc2CC1C(=O)Nc1nc2ccc(C)cc2s1 (configuration not stated)
 : i, -0.4, 4, -11, 8, 14, -1, -3, 0
- COCCn1c(SCc2nc3ccccc3c(=O)[nH]2)nnc1-c1ccncc1
 : i, -1.2, -1, -2, 4, -8, -3, -7, 1
- CCCCn1c(N)c(N(Cc2ccccc2OC)C(=O)C(C)C)c(=O)[nH]c1=O
 : i, 0.4, -5, 14, 27, -2, -1, -2, -2
- CC(C)(C)c1ccc(NC(=O)N2CCN(c3ccc([N+](=O)[O-])cn3)CC2)cc1
 : i, 0.9, -5, 5, 1, 31, -7, -5, 0
- CCOc1ccccc1NC(=O)Nc1ccon1
 : i, 0.8, -3, 17, -3, -6, -7, 6, 1
- CC1CCCCN1c1nnc(N)s1 (configuration not stated)
 : i, -0.5, -6, 1, -5, -5, -2, -3, -2
- CN1CCN(S(=O)(=O)c2ccc(NC(=O)C3CCCCC3)cc2)CC1
 : i, -0.1, -4, -13, -1, -3, -2, -2, 0
- COc1ccccc1N1CCN(CCCNc2c(C)c(=O)n(C)c(=O)n2C)CC1
 : i, -0.5, 8, -10, 2, -3, -2, -2, -2
- CC12CCC(=O)N1C(C(=O)Nc1cccc(S(=O)(=O)N3CCCCCC3)c1)CS2 (configuration not stated)
 : i, 0.3, 13, -6, 4, 0, 3, -9, 1
- Nc1ccc(Oc2ccc3nc(-c4ccccc4)c(-c4ccc([N+](=O)[O-])cc4)nc3c2)cc1
 : i, 1.1, -2, 15, 11, 37, -9, -3, 0
- O=C(CCNC(=O)c1ccco1)Nc1ccc(C(F)(F)F)cc1
 : i, -0.6, -4, 0, 4, -1, 4, -1, 0
- COc1ccc(NS(=O)(=O)c2cn(C)c(=O)n(C)c2=O)c(OC)c1
 : i, 0.3, 0, 2, 1, -4, -1, -7, 0
- O=CN1CCN(C2CC(=O)N(c3ccc(Br)cc3)C2=O)CC1 (configuration not stated)
 : i, -0.1, -10, 8, 9, -1, 3, -3, 0
- COc1ccc(-c2nnc(SCc3nnc(-c4cccs4)o3)n2CC2CCCO2)cc1 (configuration not stated)
 : i, -1.6, -4, 5, -1, -4, -3, -3, -4
- C=CCNC(=S)N1CCN(c2cc3c(cc2F)c(=O)c(C(=O)O)cn3CC)CC1
 : i, -1.5, -1, -8, -16, -4, -8, -3, 2
- O=c1c2c(nc3c(-c4ccc(Cl)cc4)c[nH]n13)CCCC2
 : nt, 0.6, -6, 2, -6, 7, 0, -1, 1
- CCn1c(SCc2nc3ccccc3[nH]2)nnc1-c1cccnc1
 : i, 0.1, 1, -3, 13, -6, -2, -4, 1
- Fc1ccc(-c2n[nH]c(=S)n2CC2CCCO2)cc1 (configuration not stated)
 : i, 0.2, 0, -8, -8, -5, nt, 1, -2
- COc1cccc(Cn2cnc(-c3ccccc3OC)c2C2CC2)c1
 : i, 0.5, -1, -1, 15, -5, 0, -2, nt
- COc1ccc(-c2c(C)nn3c(-c4ccccc4)cc(C)nc23)cc1
 : i, 0.8, -2, -12, 6, 15, 2, -2, 3
- O=C1C=C(Nc2ccccc2)C(=O)c2ccccc21
 : i, 0.6, 7, 0, 42, 8, 24, 6, -19
- C[C@@H]1CN([C@@H](C)CO)C(=O)CCCn2nncc2CO[C@@H]1CN(C)S(C)(=O)=O
 : i, -0.3, -13, 2, -7, -8, 6, 4, -7
- CCOc1ccc(C(=O)C(C)OC(=O)Cn2c(C)csc2=O)cc1 (configuration not stated)
 : i, -1.3, 7, -4, -7, -1, -6, 1, -4
- O=C(N[C@@H](Cc1ccccc1)C(=O)OCc1ccccc1)c1nc[nH]c1C(=O)N1CCN(c2ccccc2)CC1
 : i, -1.4, 0, 17, -7, 21, -2, -7, 0
- Cn1c(SCC(=O)NCc2ccc(F)cc2)nc2ccccc21
 : i, -0.6, 0, 4, 20, -7, 5, -2, -4
- O=C(c1nn(Cc2ccccc2)c(=O)c2ccccc12)N1CCN(C/C=C/c2ccccc2)CC1
 : i, -0.8, 1, -7, 4, 19, 0, 1, -1
- Cc1c(C)c2c(OCC(=O)O)cc3c(c2oc1=O)CCC(C)(C)O3
 : nt, 1.5, -15, -3, -17, -5, -1, -2, 5
- COc1ccc(C(=O)NCCNC(C)=O)cc1S(=O)(=O)NCc1ccc(Cl)cc1
 : i, -0.3, 4, -5, -7, -6, 8, 2, -5
- CN1CCN(C(=O)C(=O)c2cn(CC(=O)N3CCCCCC3)c3ccccc23)CC1
 : i, 1.4, -1, 10, 17, -9, -2, -4, -5
- O=C1C(Oc2ccccc2)C(c2ccc3c(c2)OCO3)N1CCc1ccc(F)cc1 (configuration not stated)
 : i, 0.5, 4, -3, 10, 18, -1, -3, -2
- COc1ccc(C=Nc2cccnc2N)cc1
 : i, nt, +, 8, 10, -6, -19, -2, 0
- CC(=O)Nc1ccc(C(=O)COC(=O)CN2C(=O)NC3(CCCCC3C)C2=O)cc1 (configuration not stated)
 : i, -0.4, 4, 6, 0, 0, 5, -7, 4
- O=C(Nc1sc2c(c1C(=O)NCc1ccco1)CCCC2)c1ccc2c(c1)OCO2
 : nt, 1.9, -13, -12, 1, 24, -5, -5, -3
- CC(C)(C)CC(C)(C)NCC(O)COc1ccc2c(c1)CCC2 (configuration not stated)
 : i, -0.8, 3, 12, -1, -2, -5, -2, 1
- COc1cc(C)nc(NC(=O)NC(=O)c2ccc(C(F)(F)F)cc2)n1
 : i, 0.4, 7, 14, -4, 1, 5, -4, -1
- CCCn1ncc(CN2CCC(Oc3ccc(C(=O)N4CCCC4)cc3)CC2)c1C
 : i, 0.5, -6, -2, 16, -2, 1, -4, 2
- Oc1ccc(C[C@H]2CNC(=S)N2CC2CCCN2C[C@H](Cc2ccccc2)N2C[C@H](Cc3ccc(O)cc3)N(CCc3ccccc3)C2=S)cc1 (some centres not stated)
 : i, -0.2, -11, 2, 14, -92, 3, -12, 0
- COCCNC(=S)N1CCC(c2nc(-c3ccc(N(C)C)cc3)no2)CC1
 : i, 0.4, -1, 12, 13, 3, 1, -6, 0
- COc1cc(NC(=O)CN(C)S(=O)(=O)c2ccc3c(c2)CC(C)N3C(C)=O)cc(OC)c1OC (configuration not stated)
 : i, 0.0, -11, 5, 3, -1, 2, 2, -2
- Cc1ccc(-c2nnn(CC(=O)Nc3ccccc3-c3ccccc3)n2)c(-n2cnnn2)c1
 : i, 0.3, -4, -6, -5, 21, 2, 2, -2
- COc1ccc(NC(=O)C2CCCN2S(=O)(=O)c2cccc3cccnc23)cc1OC (configuration not stated)
 : i, 0.0, 2, 0, -8, -9, -2, -2, -4
- CCc1cccc(Nc2cnn(C34C[C@@H]5C[C@@H](CC(CC(=O)O)(C5)C3)C4)c(=O)c2Cl)c1
 : i, 4.0, -4, 5, -5, -9, -5, -6, 4
- CC(=O)Nc1ccc(S(=O)(=O)N2CCCC2)cc1
 : i, -0.1, 9, 7, 20, -7, 0, -2, -1
- CC(C)(C)c1ccc(CC(=O)N2CCC2(C)C(=O)O)cc1 (configuration not stated)
 : i, 0.3, -4, -13, -1, -4, -6, -3, -2

Records listed above shown as hits in E coli Lon inh:
Structure	Neddylation inh	MsrA inh	E coli Lon inh	CendR NRP1 mod	SKN-1 inh	MT1-MMP act inh	MsrA act	Rin1 Abl inh
COc1ccc(C=Nc2cccnc2N)cc1	i	nt	+	8	10	-19	-2	0

Carrying on.
Results follow in this order: Neddylation inh, MsrA inh, E coli Lon inh, CendR NRP1 mod, SKN-1 inh, FAS-TE inh, MT1-MMP act inh, MsrA act, Rin1 Abl inh
- COc1ccc(CNCCC2(C(C)C)CCOC(C)(C)C2)cc1 (configuration not stated)
 : i, 0.7, 5, -12, -5, -1, 2, -8, 0
- COc1cccc(CN2CCSCC2)c1
 : i, -0.9, 3, 8, 1, -6, -1, -3, 4
- CCCNc1nc2c(c(=O)n(C)c(=O)n2C)n1CCCc1ccccc1
 : i, -0.2, -8, -14, -14, -2, 6, -4, -1
- C/C=C(/C)C(=O)Nc1cccc(C2=NOC3(C2)C[C@@H](C(N)=O)N(C(=O)CC)C3)c1 (some centres not stated)
 : i, 0.3, 6, 4, 16, -10, 2, -2, 1
